Screening results: PubChem BioAssay, several laboratories
GLD-1 RNA inh – GLD-1-TGE RNA interaction inhibition (C. elegans); AID 2280; actives 0.44% (n = 320,000); purified GLD-1 + fluorescein TGE RNA, fluorescence polarization; inhibition, % at 5.96 µM;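 active means percent inhibition above a per-plate cutoff, the plate mean of test compounds plus 3 SD, cut at about 30% in these data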;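 further: 0% = DMSO wells with GLD-1 and probe and 100% = wells lacking GLD-1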
Target sequence (Q17339 whole entry, looked up): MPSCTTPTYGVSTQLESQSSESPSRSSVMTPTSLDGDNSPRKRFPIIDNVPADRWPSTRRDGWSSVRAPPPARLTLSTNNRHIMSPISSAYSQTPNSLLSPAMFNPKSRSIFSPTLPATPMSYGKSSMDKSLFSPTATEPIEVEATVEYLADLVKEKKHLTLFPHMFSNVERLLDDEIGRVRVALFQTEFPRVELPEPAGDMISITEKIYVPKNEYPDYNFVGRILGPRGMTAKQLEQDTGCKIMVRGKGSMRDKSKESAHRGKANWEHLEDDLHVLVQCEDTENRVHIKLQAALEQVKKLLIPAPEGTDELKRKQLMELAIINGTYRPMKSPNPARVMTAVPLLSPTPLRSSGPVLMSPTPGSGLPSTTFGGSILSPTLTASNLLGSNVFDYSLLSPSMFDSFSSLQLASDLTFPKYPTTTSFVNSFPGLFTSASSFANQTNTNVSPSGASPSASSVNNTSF
Bcl-xL primary – inhibitors of human Bcl-xL. GST-Bcl-xL / FITC-Bim BH3 peptide fluorescence polarization. inhibition, % at 10.9 µM. actives 0.7% (n = 320,000). AID 2129;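 active means inhibition above the mean of all tested compounds plus 3 SD, cutoff set per campaign, cut at about 30% in these data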;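 further: 0% = DMSO wells and 100% = unlabeled Bim-BH3 peptide competitor; inhibitors lower millipolarization by displacing the labeled peptide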
Target sequence (Q07817 whole entry, looked up): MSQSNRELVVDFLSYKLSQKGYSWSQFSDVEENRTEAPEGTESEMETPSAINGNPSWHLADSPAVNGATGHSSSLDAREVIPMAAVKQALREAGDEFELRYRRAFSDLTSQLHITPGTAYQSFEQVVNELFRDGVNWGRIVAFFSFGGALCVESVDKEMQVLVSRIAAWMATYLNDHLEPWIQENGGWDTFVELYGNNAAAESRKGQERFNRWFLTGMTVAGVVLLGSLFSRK
MCL1 BIM primary – MCL1-BIM-BH3 interaction inhibition (human); Q07820; GST-MCL1 / FITC-Bim-BH3 fluorescence polarization; inhibition, % at 10.9 µM; actives 0.68% (n = 320,000); AID 2057;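 active means inhibition above the mean inhibition of all tested compounds plus 3 SD, set per campaign, cut at about 40% in these data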;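 further: 0% = DMSO wells and 100% = unlabeled Bim-BH3 peptide control; higher means more loss of mP so more displacement of Bim peptide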
Target sequence (Q07820 whole entry, looked up): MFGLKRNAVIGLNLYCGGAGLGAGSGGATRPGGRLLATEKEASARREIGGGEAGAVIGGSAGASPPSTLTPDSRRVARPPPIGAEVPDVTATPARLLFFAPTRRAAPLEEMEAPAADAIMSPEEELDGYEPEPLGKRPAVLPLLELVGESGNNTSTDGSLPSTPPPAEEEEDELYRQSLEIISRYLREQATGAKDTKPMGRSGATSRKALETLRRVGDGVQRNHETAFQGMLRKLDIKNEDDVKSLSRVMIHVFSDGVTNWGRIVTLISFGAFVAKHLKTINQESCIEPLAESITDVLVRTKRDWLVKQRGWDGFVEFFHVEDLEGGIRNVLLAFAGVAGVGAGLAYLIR
VLA-4 inh – inhibition in a human VLA-4 binding assay | P13612 | actives 0.2% (n = 330,000) | VLA-4 expressing cells, ligand binding flow cytometry | AID 2557 | inhibition, % (about 7 µM as worked out from the volumes in the protocol); in the data active means inhibition above about 50%
Fam108B counter – counter-screen for RBBP9 inhibitors: inhibitors of mouse Fam108B; recombinant Fam108B, FP-Rh probe fluorescence polarization; inhibition, % at 9.51 µM; actives 0.33% (n = 300,000); AID 1947;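 active means inhibition above the screen mean inhibition plus 3 SD, computed separately per campaign, cut at about 18% in these data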;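 further: inhibitors lower polarization as less probe binds the enzyme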
MEX-5 binding – C. elegans MEX-5 TCR-2 RNA binding activity; Q9XUB2; MEX-5/FITC-TCR2 RNA binding, fluorescence polarization; active compounds read low; activity score (negative = inhibition of binding), % at 10 µM; actives 0.38% (n = 300,000);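 active means inhibition past about -25% in most replicates, and total fluorescence under double the plate's negative control median, limit read from the data; inconclusive means replicates evenly split on the limit, or fluorescence at least double controls; inactive means too little inhibition in most replicates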;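 further: 0% = DMSO and -100% = 5 µM competing unlabeled TCR2 RNA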
CIT2-GFP yeast – alters CIT2-GFP fluorescence in TOR pathway yeast screen; actives 0.065% (n = 320,000); S. cerevisiae CIT2-GFP strain, flow cytometry, 3 h; 100 means same as DMSO wells; AID 2029; GFP response vs DMSO, % at 10 µM;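 active means GFP response relative to DMSO above a set limit, near the screen mean plus 3 SD, cut at about 150% in these data; inconclusive means Fewer than 70 cells measured for a yeast strain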;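 further: ratio of well median GFP fluorescence to mean of DMSO wells on the plate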
AGP1-GFP MLPCN – yeast TOR pathway AGP1-GFP modulation. S. cerevisiae AGP1-GFP multiplex flow cytometry, 3 h; GFP as percent of DMSO wells. GFP response vs DMSO, % at 10 µM. actives 0.02% (n = 320,000);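 active means GFP response relative to DMSO above a set limit, near screen average plus 3 SD, cut at about 150% in these data; inconclusive means fewer than 70 cells counted for the yeast strain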;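 further: median GFP channel fluorescence of the gated AGP1 strain per well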
GRK2 aptamer HTS – human GRK2 inhibition via aptamer displacement; P25098; bead flow cytometry, FAM-aptamer displacement from GRK2; inhibition of aptamer binding, % at 10 µM; actives 0.59% (n = 330,000); AID 488847;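 active means inhibition of aptamer binding above 40%, roughly 3 SD of noise, on plates passing a quality check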;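 further: median bead fluorescence of bound FAM aptamer so fluorescent compounds give negative values; no value below 0 was filed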
Active calls of the source: *; ? = inconclusive; / = no result given.

| mol | GLD-1 RNA inh | Bcl-xL primary | MCL1 BIM primary | VLA-4 inh | Fam108B counter | MEX-5 binding | CIT2-GFP yeast | AGP1-GFP MLPCN | GRK2 aptamer HTS |
| --- | --- | --- | --- | --- | --- | --- | --- | --- | --- |
| O=C(O)c1ccc(N/N=C/c2ccc(F)c(F)c2)cc1 | 1 | 9 | 0 | 8 | 1 | -2.2 | 108 | 86 | 1 |
| CC(C)(C)OC(=O)N1CCC(CC2CC(c3ccccc3)=NO2)(C(=O)O)CC1 (centres undefined) | 9 | -1 | 0 | -10 | -4 | -1.7 | 61 | 72 | 0 |
| C/C(N)=C(/C#N)C(=O)COC(=O)c1ccncc1 | 13 | 13 | 11 | 1 | 2 | -4.4 | 95 | 105 | 3 |
| COC(CNC(=O)c1cn(C)c2ccc(S(=O)(=O)N3CCOCC3)cc2c1=O)OC | 2 | 11 | 6 | 13 | -1 | -1.3 | 98 | 91 | 1 |
| Cc1ccc(NC(=O)C2Cc3ccccc3C(=O)O2)cc1 (centres undefined) | 1 | -3 | 0 | 0 | 7 | / | 91 | 102 | 0 |
| Cc1ccccc1N(C)S(=O)(=O)c1nnc(NC(=O)c2ccco2)s1 | -2 | 6 | 22 | 6 | 1 | -0.2 | 105 | 97 | 5 |
| CCOc1ncccc1C(=O)OCC(=O)Nc1ccc(S(=O)(=O)N2CCOCC2)cc1 | 0 | 7 | -1 | 0 | -1 | 0.5 | 105 | 103 | 3 |
| CN1/C(=C/C2CC(=O)N(c3ccc([N+](=O)[O-])cc3)C2=O)C(C)(C)c2ccccc21 (centres undefined) | -7 | -21 | -42 | -19 | -7 | -0.2 | 111 | 101 | 1 |
| COCCNC(=O)CCCn1c(=O)c2cc(OC)c(OC)cc2n(CC(=O)c2ccccc2)c1=O | 6 | 4 | 3 | -4 | -4 | -1.2 | 103 | 102 | 0 |
| CCCC[n+]1ccn(C2=C([O-])c3ccccc3C(=O)/C2=N\S(=O)(=O)c2ccc(Cl)cc2)c1 | 1 | 1 | -1 | 15 | 5 | ? | 101 | 109 | 1 |
| O=C(O)/C=C/C(=O)Nc1cccc(C(F)(F)F)c1 | 0 | 8 | -3 | 13 | 1 | 4.3 | 99 | 100 | 1 |
| O=C(Cn1cnc2c(oc3nc4c(cc32)CCCC4)c1=O)Nc1cccc(Cl)c1 | 5 | 3 | 0 | 0 | -11 | 2.3 | 105 | 102 | 0 |
| C=CCN(Cc1ccc(OC)c(OC)c1)C(=O)N1CCOCC1 | 4 | 5 | -5 | 6 | 1 | 1.2 | 106 | 103 | 0 |
| Cc1nn(-c2ccccc2)c(C)c1NC(=O)COc1ccc(F)cc1Cl | 3 | 2 | 3 | -11 | 0 | -1.0 | 98 | 106 | 0 |
| Cc1nn(CC(=O)NCc2ccccc2)c(=O)c2ccccc12 | 9 | 4 | 1 | 11 | 2 | 4.3 | 94 | 99 | 1 |
| CCOc1ccc(NC(=O)CSc2nnc(C)n2CC2CCCO2)cc1 (centres undefined) | -6 | -4 | -5 | -4 | -6 | -0.8 | 97 | 102 | 7 |
| Cc1cc(C)cc(OCC(=O)O/N=C(\N)Cc2ccc([N+](=O)[O-])cc2)c1 | -5 | -2 | -13 | 5 | 1 | 0.3 | 94 | 101 | 0 |
| O=C(COC(=O)c1cccs1)Nc1ccc(S(=O)(=O)N2CCOCC2)cc1 | 3 | 4 | -12 | -19 | 1 | -0.5 | / | / | 6 |
| C/C(=N\OC(=O)Nc1ccc(Cl)cc1)c1ncc(C(F)(F)F)cc1N1CCOCC1 | 6 | 5 | 3 | 10 | 5 | 4.4 | 102 | 102 | 2 |
| O=C(CN1CCS(=O)(=O)CC1)N/N=C/c1cccc(C(F)(F)F)c1 | -2 | 5 | 14 | 3 | -4 | 1.7 | 150* | 111 | 0 |
| CC1CCN(c2c(NCC3CCC(C(=O)NCCCc4ccccc4)CC3)c(=O)c2=O)CC1 (centres undefined) | -1 | 3 | 6 | 1 | -1 | 1.0 | 107 | 111 | 0 |
| O=C(CCc1ccccc1)NNC(=O)COc1ccccc1Cl | 7 | 3 | 0 | 0 | 1 | -1.5 | 100 | 95 | 4 |
| CC(=O)Nc1ccc(-n2c(=O)c3ccccc3c3ccccc3c2=O)cc1 | 4 | -7 | -24 | 16 | -1 | -1.9 | 101 | 106 | 1 |
| COC(=O)c1ccc[n+](CC(=O)Nc2ccc(OC(F)F)cc2)c1 | 5 | -8 | -12 | 3 | 2 | 0.3 | 78 | 99 | 1 |
| CCOc1ccc(-c2cn(-c3ccccc3OC)c(=S)[nH]2)cc1 | -4 | 4 | 2 | -17 | 13 | -2.3 | 116 | 109 | 7 |
| COc1cccc(/C=C2\SC(=O)N(CCC(=O)NCCCn3ccnc3)C2=O)c1 | -2 | 1 | 1 | 11 | 1 | -3.1 | 103 | 104 | 2 |
| Cc1nc2sccn2c(=O)c1CCN1CCC(=C(c2ccccc2)c2ccc(F)cc2)CC1 | 7 | -2 | -2 | 2 | -2 | 0.2 | 88 | 94 | 1 |
| CCOc1ccc(S(=O)(=O)N(CC(N)=O)c2ccc(C)cc2)cc1 | -2 | 5 | 6 | 17 | -3 | 2.0 | 93 | 102 | 0 |
| CCOC(=O)CNC(=O)Cn1cnc2c(nnn2-c2cccc(Cl)c2)c1=O | 3 | 5 | 8 | -5 | 3 | -3.8 | 107 | 105 | 0 |
| O=C(NCCCc1ccccc1)C1CCC(=O)N(CCc2ccc(Cl)cc2)C1 (centres undefined) | -9 | 2 | 0 | 3 | 5 | -3.3 | 96 | 97 | 0 |
| O=C(O)c1cc2n(n1)C(C(F)(F)F)CC(C1CC1)N2 (centres undefined) | -1 | 1 | 6 | -2 | 0 | -0.5 | 100 | 100 | 1 |
| Cc1cc(C)c(C#N)c(OCc2ccc(Cl)nc2)n1 | 2 | -4 | -5 | -3 | 0 | -0.7 | 96 | 97 | 2 |
| CC1CCN(C(=O)C(Cc2ccccc2)n2cccc2)CC1 (centres undefined) | -2 | 4 | 2 | -15 | -4 | 1.0 | 91 | 101 | 56* |
| CN1CCN(C(=S)Nc2cccc(C(F)(F)F)c2)CC1 | -1 | 9 | 6 | 12 | -4 | 2.9 | 103 | 106 | 0 |
| COc1ccc(S(=O)(=O)NCC(=O)N(CC(=O)NCC2CCCO2)Cc2ccc(F)cc2)cc1 (centres undefined) | 5 | -4 | -2 | 2 | -1 | -0.3 | 92 | 102 | 2 |
| COCC(=O)Nc1nnc(CCc2ccccc2)s1 | -1 | 5 | 6 | -3 | -2 | 1.3 | 102 | 98 | 3 |
| Cc1cc(Cl)ccc1OC(C)C(=O)Nc1ccc(S(=O)(=O)Nc2cnc3ccccc3n2)cc1 (centres undefined) | 6 | 7 | 7 | 6 | -2 | -3.8 | 95 | 101 | 2 |
| O=C(COC(=O)c1cccs1)Nc1cccc(S(=O)(=O)N2CCOCC2)c1 | 2 | 0 | 4 | 25 | -1 | 0.3 | / | / | 0 |
| COc1cccc(-c2c(C(=O)N/N=C(\C)COc3ccccc3)nnn2-c2nonc2N)c1 | 7 | 7 | 5 | 12 | 4 | -2.9 | 91 | 91 | 2 |
| O=C(NC1CCCCC1)C1CCCN1S(=O)(=O)c1ccc(Cl)cc1 (centres undefined) | 2 | 8 | 2 | 12 | 4 | 1.6 | 111 | 105 | 4 |
| CN(Cc1ccccc1)c1nc2c(c(=O)n(C)c(=O)n2C)n1CCCc1ccccc1 | 0 | 0 | 4 | 1 | 4 | 0.4 | 85 | 96 | 0 |
| CC(NC(=O)CN(C)Cc1cccs1)c1ccccc1 (centres undefined) | 0 | 1 | 4 | -25 | 1 | 0.5 | 95 | 95 | 0 |
| Cc1[nH]c(=O)[nH]c(=O)c1S(=O)(=O)N1CCCC(C(=O)N2CCN(c3ccccc3Cl)CC2)C1 (centres undefined) | -8 | 2 | -10 | 4 | -2 | -5.0 | 93 | 100 | 0 |
| Cc1ccc(C(=O)NCCS(=O)(=O)N2CCN(c3ccccc3F)CC2)cc1[N+](=O)[O-] | -4 | 2 | 2 | 0 | -2 | 1.0 | 91 | 91 | 0 |
| COc1ccc(-n2c(COc3cccc(C)c3)nnc2SCC(=O)O)cc1 | 3 | -5 | 0 | 21 | 0 | -1.5 | 108 | 103 | 0 |

CIT2-GFP yeast, entries above that show a hit.
compound | GLD-1 RNA inh | Bcl-xL primary | MCL1 BIM primary | VLA-4 inh | MEX-5 binding | CIT2-GFP yeast | AGP1-GFP MLPCN | GRK2 aptamer HTS
O=C(CN1CCS(=O)(=O)CC1)N/N=C/c1cccc(C(F)(F)F)c1 | -2 | 5 | 14 | 3 | 1.7 | 150* | 111 | 0

The listing continues:
| mol | GLD-1 RNA inh | Bcl-xL primary | MCL1 BIM primary | VLA-4 inh | Fam108B counter | MEX-5 binding | CIT2-GFP yeast | AGP1-GFP MLPCN | GRK2 aptamer HTS |
| --- | --- | --- | --- | --- | --- | --- | --- | --- | --- |
| Cc1ccc(C)c(N(CC(=O)NCCC2=CCCCC2)S(C)(=O)=O)c1 | 5 | -6 | -1 | 12 | 4 | 1.1 | 99 | 111 | 0 |
| O=C(N/N=C/c1cc(Cl)ccc1O)c1cccnc1 | 0 | 0 | 7 | 14 | -1 | -3.9 | 102 | 101 | 0 |
| O=C(NC1CCCCC1)c1sc(=S)n2c1[nH]c(=O)c1ccccc12 | 10 | 14 | 18 | -10 | 35* | -0.2 | 97 | 101 | 0 |
| CCOC(=O)c1sc2c(c1C)c(=O)n(Cc1ccccc1)c(=O)n2CCN(C)C | -4 | 7 | 10 | 21 | 3 | -0.1 | 103 | 103 | 0 |
| COc1ccc(C(O)P(=O)(OCCC(C)C)c2ccc(N(C)C)cc2)cc1OC (centres undefined) | 6 | 2 | -2 | -2 | -4 | 1.3 | 100 | 109 | 1 |
| CC(NC(=O)c1cccc(S(=O)(=O)N2CCN(C)CC2)c1)c1ccc(Cl)cc1Cl (centres undefined) | 0 | -12 | -8 | -1 | 3 | 2.8 | 90 | 97 | 75* |
| Cc1cc(=O)n(Cc2ccccc2)c(O)c1C#N | 9 | 5 | 7 | 7 | 2 | -0.3 | 97 | 97 | 0 |
| CCOc1ccccc1NC(=O)c1oc2ccccc2c1NC(=O)C1CC1 | -2 | 4 | 6 | 16 | -2 | -2.2 | 97 | 100 | 2 |
| COCCCNC(=S)NNC(=O)c1ccccc1Br | -8 | 8 | 8 | 24 | 0 | -2.4 | 104 | 106 | 0 |
| NC(=O)C1=C[C@@H](c2ccc(Br)cc2)C[C@@H](OCc2ccc(CO)cc2)O1 | 12 | 4 | 0 | 39 | 3 | -0.8 | 87 | 90 | 0 |
| CCc1cc(OCCN2C(=O)NC(C)(C)C2=O)ccc1Cl | -6 | -1 | 3 | 34 | 1 | 2.1 | 103 | 104 | 2 |
| O=C(Nc1ccc(Cl)c(Cl)c1)OCCNC(=O)c1cccc(Cl)c1 | 0 | 5 | 1 | 6 | -10 | 1.2 | 93 | 105 | 0 |
| COCCCNC(=S)N1CCC(C(=O)c2ccc(Cl)cc2)CC1 | 1 | 0 | 4 | 7 | 3 | -2.2 | 104 | 102 | 5 |
